Source: PubChem (Sanford-Burnham Center for Chemical Genomics)
TAG inh: inhibitors of triacylglycerol accumulation | H9c2 cells, Nile Red lipid (TAG) fluorescence; cells loaded with 200 µM oleic acid | hit rate 0.66% among 230,000 | inhibition, % at 12.5 µM;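 active = pattern-corrected inhibition of lipid staining of at least 50% with the nuclear-stain viability signal not falling by more than 50%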;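 also: 0% = DMSO wells and 100% = triacsin C control wells; some results filed as inactive read as strong as hits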
TAG inh DAPI viability: also measured in TAG inh; calls as there; DAPI nuclei signal change (viability), lower = more cytotoxic, %;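 whole-well DAPI fluorescence read on a plate reader as a viability signal; minus 50 percent equals half of cells still viable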
An asterisk follows results filed as active; / = no result given.

cpd	molecule	TAG inh	TAG inh DAPI viability
1	Cc1cc(Cl)ccc1C(=O)C1CCCN(C(=O)CCN2CCCO2)C1 (configuration not stated)	4.5	5.7
2	C/C(=N\Nc1ncc(Cl)cc1Cl)c1cccs1	-11.4	8.3
3	O=C(N/N=C/C(Cl)=C/c1ccc([N+](=O)[O-])cc1)C(=O)Nc1cccc(C(=O)O)c1	0.2	-0.7
4	COC(=O)c1c(NC(=O)c2ccc(OC(C)C)cc2)sc2c1CC(C)(C)NC2(C)C	48.3	-3.3
5	O=C(NNC(=O)c1ccc(Br)s1)c1cccc(Cl)c1	-11.2	3.2
6	CC(C)C1CC(C(F)(F)F)n2nc(C(=O)O)cc2N1 (configuration not stated)	4.3	-1.9
7	CC1CCN(C(=O)CCNC(=O)c2ccccc2Cl)CC1	-8.7	5.4
8	CCCn1c(N)c(C(=O)CSc2nnc3n2CCCCC3)c(=O)n(C)c1=O	-0.1	6.7
9	CCN1C(=O)[C@H]2[C@@H](c3ccc(-c4cccc(Cl)c4)c(OC)c3)N3CCC[C@@]3(C(=O)OC)[C@H]2C1=O	1.8	7.8
10	N#CCCn1c(SCC(=O)c2c[nH]c3ccccc23)nc2ccccc21	19.2	-9.1
11	CCOC(=O)C(=O)N(C)c1c(CC)nc2c(OCCC3CCCCC3)cccn12	118.7*	/
12	O=C(CCCCCN1C(=O)CCC1=O)NCc1ccccc1	0.7	5.9
13	CC1=C(c2ccccc2)C(O)(c2ccccc2)C(C)C1=O (configuration not stated)	-10.0	3.1
14	CC(C)CN1C(=O)C(=O)N(CC(=O)NC(C)CCc2ccccc2)C1=O (configuration not stated)	7.5	2.5
15	O=C(C[n+]1cc2ccccc2c2ccccc21)c1ccccc1	-85.5	3.6
16	O=S(=O)(N=C1C=CC(=NS(=O)(=O)c2ccccc2)c2ccccc21)c1ccccc1	-8.6	-8.5
17	C/C(=N/N1CCN(Cc2cccc3ccccc23)CC1)c1cccnc1	3.7	7.1
18	O=C(NCCn1cccn1)C1CCC(=O)N(CCc2ccccc2)C1 (configuration not stated)	0.9	8.2
19	C=C(C)CN=CC1(C)CCC(C)=CO1 (configuration not stated)	-9.6	0.4
20	CCCOc1ccc(CNC(=O)Cn2c(=O)oc3ccccc32)cc1	4.1	-6.9
21	Cc1onc(-c2ccccc2Cl)c1C(=O)NCCCc1ccccc1	9.2	0.9
22	Cc1ccc(C(=O)NC2CCN(CCCC(=O)c3ccc(F)cc3)CC2)cc1	4.3	1.2
23	CCc1nnc(NC(=O)CSc2nnc(-c3ccccc3O)o2)s1	10.4	-6.1
24	CCCOc1ccc(F)cc1-c1cc(C(=O)Nc2ccc(C)c(NS(C)(=O)=O)c2)[nH]n1	30.8	6.3
25	Cc1cc(C)nc(Nc2nc3ccccc3s2)n1	-6.2	-7.3
26	CN(Cc1ccccc1)C(=O)c1ccc(NC(=O)Cc2cccc(NC(=O)C3CCN(C(=O)C4CC4)CC3)c2)cc1	21.7	1.6
27	O=C(Nc1ccnn1C1CCN(C(=O)Cc2ccccc2F)CC1)C1CC1	12.7	-8.0
28	CCCCC1CCC(/C(N)=N/O)CC1 (configuration not stated)	8.3	-5.0
29	COCc1cc(C)nc2sc(C(=O)NC3CCCCC3)c(N)c12	-3.0	-0.8
30	CC(C)(C)C1CCc2c(sc3ncn(N)c(=N)c23)C1 (configuration not stated)	7.3	2.9

Copied from above (24 entries):
cpd	molecule	TAG inh	TAG inh DAPI viability
4	COC(=O)c1c(NC(=O)c2ccc(OC(C)C)cc2)sc2c1CC(C)(C)NC2(C)C	48.3	-3.3
5	O=C(NNC(=O)c1ccc(Br)s1)c1cccc(Cl)c1	-11.2	3.2
6	CC(C)C1CC(C(F)(F)F)n2nc(C(=O)O)cc2N1 (configuration not stated)	4.3	-1.9
7	CC1CCN(C(=O)CCNC(=O)c2ccccc2Cl)CC1	-8.7	5.4
8	CCCn1c(N)c(C(=O)CSc2nnc3n2CCCCC3)c(=O)n(C)c1=O	-0.1	6.7
9	CCN1C(=O)[C@H]2[C@@H](c3ccc(-c4cccc(Cl)c4)c(OC)c3)N3CCC[C@@]3(C(=O)OC)[C@H]2C1=O	1.8	7.8
10	N#CCCn1c(SCC(=O)c2c[nH]c3ccccc23)nc2ccccc21	19.2	-9.1
11	CCOC(=O)C(=O)N(C)c1c(CC)nc2c(OCCC3CCCCC3)cccn12	118.7*	/
12	O=C(CCCCCN1C(=O)CCC1=O)NCc1ccccc1	0.7	5.9
13	CC1=C(c2ccccc2)C(O)(c2ccccc2)C(C)C1=O (configuration not stated)	-10.0	3.1
14	CC(C)CN1C(=O)C(=O)N(CC(=O)NC(C)CCc2ccccc2)C1=O (configuration not stated)	7.5	2.5
15	O=C(C[n+]1cc2ccccc2c2ccccc21)c1ccccc1	-85.5	3.6
16	O=S(=O)(N=C1C=CC(=NS(=O)(=O)c2ccccc2)c2ccccc21)c1ccccc1	-8.6	-8.5
17	C/C(=N/N1CCN(Cc2cccc3ccccc23)CC1)c1cccnc1	3.7	7.1
18	O=C(NCCn1cccn1)C1CCC(=O)N(CCc2ccccc2)C1 (configuration not stated)	0.9	8.2
19	C=C(C)CN=CC1(C)CCC(C)=CO1 (configuration not stated)	-9.6	0.4
20	CCCOc1ccc(CNC(=O)Cn2c(=O)oc3ccccc32)cc1	4.1	-6.9
21	Cc1onc(-c2ccccc2Cl)c1C(=O)NCCCc1ccccc1	9.2	0.9
22	Cc1ccc(C(=O)NC2CCN(CCCC(=O)c3ccc(F)cc3)CC2)cc1	4.3	1.2
23	CCc1nnc(NC(=O)CSc2nnc(-c3ccccc3O)o2)s1	10.4	-6.1
24	CCCOc1ccc(F)cc1-c1cc(C(=O)Nc2ccc(C)c(NS(C)(=O)=O)c2)[nH]n1	30.8	6.3
25	Cc1cc(C)nc(Nc2nc3ccccc3s2)n1	-6.2	-7.3
26	CN(Cc1ccccc1)C(=O)c1ccc(NC(=O)Cc2cccc(NC(=O)C3CCN(C(=O)C4CC4)CC3)c2)cc1	21.7	1.6
27	O=C(Nc1ccnn1C1CCN(C(=O)Cc2ccccc2F)CC1)C1CC1	12.7	-8.0

(next part)
cpd	molecule	TAG inh	TAG inh DAPI viability
31	CCN1CCN(C(=S)Nc2cc(S(=O)(=O)N(CC)CC)ccc2C)CC1	-1.7	-5.0
32	CC(C)CC(NC(N)=O)C(=O)Nc1ccc2c(c1)OCO2 (configuration not stated)	0.1	-11.6
33	c1ccc(-c2nc(CSc3nnc(-c4cccs4)o3)cs2)cc1	-10.8	-0.6
34	O=C(NCc1ccc(OC(F)(F)F)cc1)C1CC(c2ccccc2C(F)(F)F)=NO1 (configuration not stated)	-18.6	-2.4
35	Cc1ccccc1S(=O)(=O)c1c(C)cc(C)n(CC(C)C)c1=O	-18.9	-5.7
36	O=C(c1ccc(Br)o1)N1CCN(c2ccccn2)CC1	6.3	7.7
37	C[C@H](O)[C@@H]1C(=O)N2CCc3c([nH]c4ccccc34)[C@@H]2C[C@@H]1N(C)C(=O)NC1CCCCC1	17.7	23.6
38	CCc1cc(=O)[nH]c(-n2[nH]c(-c3ccccc3)cc2=O)n1	-2.4	-9.5
39	CCOC(=O)c1c(C)[nH]c(C(=O)COc2ccc3c(c2)OCO3)c1C	-70.5	2.4
40	Cc1ccc(CNc2ccc(N3CCOCC3)cc2)s1	1.5	2.9
41	CC(C)[C@H](NC(=O)c1ccco1)C(=O)OCC(=O)Nc1ccccc1OC(F)F	-20.4	8.8
42	COc1ccc(CN(Cc2nc3ccccc3c(=O)[nH]2)C(=O)NC2CCCCC2)cc1	-26.5	-0.9
43	O=C(COc1ccc(Cl)cc1Br)N1CCN(S(=O)(=O)c2ccccc2)CC1	-8.5	0.7
44	CCOC(=O)N1CCN(C(=O)CCc2ccc(S(=O)(=O)NCC(C)C)cc2)CC1	-4.2	-0.6
45	COc1ccc(CCN(C)C(=O)CSc2nnc(C3CC3)n2N)cc1OC	-13.9	-2.7
46	Cc1nc2sccn2c(=O)c1S(=O)(=O)N1CCN(c2ccccc2F)CC1	1.0	-0.4
47	Cc1ccc(C(=O)c2cncc(Br)c2)cc1	-28.1	10.6
48	Cc1cc(C)c(S(=O)(=O)N2CCN(C(=O)c3cc4ccccc4oc3=O)CC2)c(C)c1	12.0	-5.4
49	OC[C@@H]1CN(Cc2cccc(C(F)(F)F)c2)C[C@H](n2cnc3c(NCc4ccco4)ncnc32)O1	27.6	-12.9
50	O[C@H]1C[C@H](c2ccc(Cl)cc2)N(CC2CCCCC2)C[C@@H]1n1cc(-c2ccc(F)cc2)nn1	6.6	-8.4
51	CC(/C=N/NC(=O)c1cccs1)=C\c1ccccc1	-0.3	2.9
52	CCCn1c(=O)c(C(=O)NCc2ccc3c(c2)OCO3)c(O)c2ccccc21	-7.7	2.9
53	CC(C)Oc1ccc(/C=N/NC(=O)C2CCCN2S(=O)(=O)c2ccc(Cl)cc2)cc1 (configuration not stated)	-3.4	-5.0
54	COc1ccccc1C(=O)NCCC(=O)NCC1COc2ccccc2O1 (configuration not stated)	3.7	2.0
55	Cc1ccc(N(CC(=O)N2CCc3ccccc3C2)S(C)(=O)=O)cc1	-2.5	-1.0
56	COc1cc(N)c(Cl)cc1C(=O)OCC(=O)N1CCCCCC1	6.2	3.1
57	CC(=O)NCCNC(=O)C1CCCCN1S(=O)(=O)c1ccccc1 (configuration not stated)	6.3	-1.4
58	O=C(Oc1ccc(N2C(=O)C3C4CCC(C4)C3C2=O)cc1)c1ccco1 (configuration not stated)	-12.3	4.1
59	CNC(=O)C1Cc2ccccc2CN1S(=O)(=O)c1ccc(OC)c(OC)c1 (configuration not stated)	-0.6	2.1
60	C[C@@H]1CN([C@@H](C)CO)C(=O)Cc2cc(NC(=O)C3CCCCC3)ccc2O[C@H]1CN(C)S(=O)(=O)c1ccccc1	13.8	-3.5
61	O=C(COC(=O)CCN=C1NS(=O)(=O)c2ccccc21)NC1CCCCCCC1	2.3	2.3
62	CCOC(=O)N1CCN(S(=O)(=O)c2cn(C)c(=O)n(C)c2=O)CC1	13.8	5.2
63	CCOc1cccc(C(=O)Nc2ccc3c(c2)OCCO3)c1	2.2	0.9
64	CCN(CC)S(=O)(=O)c1ccc(NC2c3ccccc3C(=O)N2CCN2CCOCC2)cc1 (configuration not stated)	-5.8	-3.8
65	COC(=O)C1=C(O)CSC1=Nc1ccc(C)cc1	4.2	-3.7
66	CCOC(=O)C1=C(COC(=O)COc2ccc(C(=O)CC)cc2)NC(=O)NC1C (configuration not stated)	3.5	-3.9
67	O=C(NCCOc1ccccc1)c1ccc2c(c1)S(=O)(=O)c1cc(Cl)ccc1C2=O	-54.8	-2.5
68	CCOc1ccc(-n2ccnc2SCC(=O)Nc2nnc(C)s2)cc1	-12.5	4.9
69	CN(C(=O)Cn1nc(C(=O)O)c2ccccc2c1=O)C1CCCCC1	-33.0	0.9
70	CCCCc1nnc(NC(=O)c2ccc(OCc3c(C)noc3C)cc2)s1	17.7	4.7
71	C=C1c2cc(C)c(C)cc2NC(=O)N1c1ccccc1	17.5	-7.4
72	C/C(=C\c1cc2ccccc2o1)C1Nc2cccc3cccc(c23)N1	-6.6	-4.8
73	Cc1cc(S(=O)(=O)N2CCCC2)ccc1OCC(=O)N1CCC(C(N)=O)CC1	6.9	-0.6
74	CCOC(=O)/C=C1\SCC(=O)N1CC(=O)Nc1ccc(C(C)C)cc1	13.7	0.4
75	COc1ccc(CCC(=O)O)c(C(CC(=O)O)C(=O)O)c1OS(=O)(=O)c1ccc(C)cc1 (configuration not stated)	-3.9	-2.7
76	CC1(C)NC(=O)N(CC(=O)N2CCN(S(=O)(=O)c3ccccc3F)CC2)C1=O	-18.5	9.0
77	COc1cccc(-c2cc(C(F)(F)F)n3nc(C(=O)N4CCCCC4c4cccnc4)cc3n2)c1 (configuration not stated)	-10.4	11.1
78	O=C1CC(N2CCN(S(=O)(=O)c3ccc([N+](=O)[O-])cc3)CC2)C(=O)N1c1ccccc1F (configuration not stated)	8.8	1.0
79	O=C(c1ccc2nccnc2c1)N1CCN(c2ccccc2)CC1	2.7	-10.8
80	CC1CCCCN1C(=O)C(=O)c1cn(CC(=O)N2CCCC2)c2ccccc12 (configuration not stated)	14.4	7.5

Reprinted, entries 79–80
cpd	molecule	TAG inh	TAG inh DAPI viability
79	O=C(c1ccc2nccnc2c1)N1CCN(c2ccccc2)CC1	2.7	-10.8
80	CC1CCCCN1C(=O)C(=O)c1cn(CC(=O)N2CCCC2)c2ccccc12 (configuration not stated)	14.4	7.5

(next part)
cpd	molecule	TAG inh	TAG inh DAPI viability
81	CCN(CC)C(=O)CSc1nnc(C2CCCCC2)o1	1.7	4.9
82	COc1cc(/C=N/NC(=O)CCN2CCN(c3ccccc3)CC2)cc(OC)c1OC	4.1	-1.5
83	Cc1ccc(NC(=O)Nc2cnccn2)cc1	-5.2	10.1
84	COc1ccc(CN(C)C(=O)[C@H](Cc2ccccc2)NC(=O)c2ccco2)c(OC)c1	-8.4	3.4
85	O=C(N[C@H]1C/C=C\C[C@@H](CC(=O)N(CCO)Cc2ccccc2)C(=O)N2CCC[C@H]2COC1=O)OCC1c2ccccc2-c2ccccc21	-15.3	13.6
86	COc1ccc(N2CCN(C(=O)CN3C(=O)NC4(CCCCC4C)C3=O)CC2)cc1 (configuration not stated)	-1.9	1.8
87	O=C(CCn1ccnc1)Nc1nc2ccccc2[nH]1	10.1	-8.1
88	CCOc1c(Cl)cc(CNc2ccc(N3CCCC3)cc2)cc1OC	60.1*	-9.2*
89	CCOC(=O)c1c(NC(=O)CSc2c[nH]c3ccccc23)sc2c1CCC2	-48.2	-12.6
90	CCC(c1nnnn1C1CCCC1)N1CCN(c2ccccc2)CC1 (configuration not stated)	-6.7	-8.4
91	CCCCCNC(=O)c1ccc(NS(=O)(=O)c2ccc3[nH]c(=O)[nH]c3c2)cc1	-6.6	0.3
92	C[C@@H]1CNC(=O)c2c(C(=O)N[C@@H](Cc3c[nH]c4ccccc34)C(=O)OC(C)(C)C)ncn21	3.8	6.9

Only part of the results is shown; rates above refer to the full screens.
